aSyn UTR inh = 5' untranslated region of α-synuclein, MLPCN primary screen. alpha-synuclein 5'UTR reporter, inhibitor activity. inhibition, % (tested at 7.5 µM). hit rate 0.82% among 300,000; in the data active means inhibition above about 60%; inconclusive means no clear call, values can overlap the other calls;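 further: H4 neuroglioblastoma cells stably carrying SNCA 5'UTR luciferase fusion; 0% = DMSO wells and 100% = positive control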
TRPC4 act = opens the mouse TRPC4 cation channel; hit rate 0.49% among 310,000; B-score at 10 µM; HEK293 TRPC4beta/mu-opioid, Fluo4 calcium fluorescence; hits give high values;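 active means B-score above 5 SD of library B-scores, and initial fluorescence ratio not above library mean plus 5 SD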;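 further: positive B-score marks a calcium rise read as TRPC4 activation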
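Assay system – TRPC4beta and mu-opioid receptor HEK293 stable cells · Measured by – Fluo4 fluorescence, kinetic · Schedule – dye loading 45 min room temperature, 110 s kinetic read · Read-out – B-scored integrated calcium fluorescence ratio · Controls – buffer and maximal DAMGO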
TRPC6 act = activates the mouse TRPC6 cation channel. Q61143. HEK293-TRPC6 membrane potential dye fluorescence; hits give high values. B-score at 10 µM. hit rate 0.13% among 310,000. AID 2550;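 active means B-score of the integrated fluorescence ratio above library mean plus 3 SD, and starting fluorescence ratio within library mean plus 5 SD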;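 further: higher score means more depolarization so channel activation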
Target sequence (Q61143 whole entry, looked up): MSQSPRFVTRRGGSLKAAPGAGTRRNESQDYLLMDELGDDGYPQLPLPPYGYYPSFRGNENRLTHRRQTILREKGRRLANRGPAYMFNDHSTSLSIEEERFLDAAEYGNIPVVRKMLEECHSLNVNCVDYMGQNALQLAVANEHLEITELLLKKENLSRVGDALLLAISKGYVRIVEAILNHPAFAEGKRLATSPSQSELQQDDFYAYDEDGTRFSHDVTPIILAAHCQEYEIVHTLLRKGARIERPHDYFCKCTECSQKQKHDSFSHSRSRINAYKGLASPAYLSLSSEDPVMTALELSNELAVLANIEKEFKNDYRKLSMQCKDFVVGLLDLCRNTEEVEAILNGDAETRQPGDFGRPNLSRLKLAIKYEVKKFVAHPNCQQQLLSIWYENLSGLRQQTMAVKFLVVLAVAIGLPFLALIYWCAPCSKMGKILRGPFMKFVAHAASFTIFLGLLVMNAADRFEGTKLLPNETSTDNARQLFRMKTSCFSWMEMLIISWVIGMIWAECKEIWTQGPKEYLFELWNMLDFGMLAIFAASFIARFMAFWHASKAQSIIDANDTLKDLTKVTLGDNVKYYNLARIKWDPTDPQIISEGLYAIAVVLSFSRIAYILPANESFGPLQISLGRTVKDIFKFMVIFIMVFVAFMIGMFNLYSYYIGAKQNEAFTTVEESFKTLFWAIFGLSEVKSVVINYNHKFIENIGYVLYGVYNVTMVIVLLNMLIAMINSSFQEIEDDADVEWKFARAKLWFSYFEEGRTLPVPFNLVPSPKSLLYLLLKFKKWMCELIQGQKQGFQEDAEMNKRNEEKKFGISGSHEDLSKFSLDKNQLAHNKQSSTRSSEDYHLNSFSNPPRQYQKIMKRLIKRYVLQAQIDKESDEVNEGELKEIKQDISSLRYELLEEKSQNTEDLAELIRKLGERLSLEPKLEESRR
SKKanGAS inh = blocks kanamycin growth of S. pyogenes SKKanGAS strain; BacTiter-Glo, 6 h; inhibition, % at 7.5 µM; hit rate 1.3% among 300,000;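 active means mean replicate score, as percent of positive control median, at least 50; inconclusive means mean below 50 but one replicate at or above 50; inactive means mean and every replicate below 50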;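 further: strain carries kanamycin resistance gene driven by streptokinase promoter and grows in 40 µg/ml kanamycin; loss of luminescence reflects streptokinase promoter inhibition or plain growth inhibition; 0% = median of DMSO wells and 100% = positive control at its reference dose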
IEC-6 cytotox = kills IEC-6 intestinal cells in KLF5 counter-screen; hit rate 0.78% among 290,000; inhibition, % at 5 µM; AID 1825; IEC-6 cytotoxicity, luminescence viability; in the data active means inhibition above about 22%;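 further: 0% = plate median of test compound wells and 100% = cytotoxic reference compound wells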
KLF5 inhibitor = kruppel-like factor 5 inhibition | inhibition, % at 5 µM | hit rate 0.23% among 290,000 | DLD-1 KLF5 promoter-luciferase reporter, luminescence | AID 1700;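 active means inhibition above a per-plate limit of that plate's mean compound inhibition plus 3 SD, cut at about 60% in these data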;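 further: 0% = DMSO wells and 100% = LY294002 at 200 µM; higher means less KLF5 promoter-driven luciferase light; inactives centre near -14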
TRPC4 inh = inhibitors of mouse TRPC4 channel; Q9QUQ5; HEK293 TRPC4beta/mu-opioid, DAMGO-evoked Fluo4 calcium flux; hits give low values; B-score at 10 µM; hit rate 0.39% among 300,000;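 active means B-score over 3 SD under the library average, no early fluorescence shift, positive overall ratio signal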
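Assay system: TRPC4beta/mu-opioid receptor HEK293 cell line; compound dosing: single concentration per test compound; detection: Fluo4 Ca2+ flux fluorescence; evaluation: per-well B score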
MrgX1 antag = blocks BAM8-22 activation of human MrgX1 receptor; B-score at 10 µM; hit rate 1.3% among 310,000; MRGX1-HEK293 calcium flux, Fluo-4, BAM8-22 antagonism; hits give low values; Q96LB2;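 active means calcium-response B-score plate-corrected more than 3 library SD below zero, starting fluorescence within 5 deviations, no agonist response on first addition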;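 further: peak minus trough fluorescence over baseline after final BAM8-22 challenge near maximal dose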
TRPC6 inhibitor = inhibitors of mouse TRPC6 channel | Q61143 | HEK293-TRPC6, membrane potential dye, ACh-evoked depolarization; hits give low values | B-score at 10 µM | hit rate 1.1% among 310,000 | AID 2553;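 active means B-score under library mean minus 3 SD, initial fluorescence not abnormally high, positive integrated signal ratio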;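 further: B-score derived from integrated fluorescence ratio over the kinetic read; more negative B-score means stronger inhibition of depolarization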
HIF act = HIF pathway transcriptional activation | activation, % at 7.5 µM (by protocol) | AID 1910 | U2OS HRE-luciferase reporter, luminescence; normalized: DMSO 0%, desferrioxamine 100% | hit rate 0.32% among 300,000;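 active means mean activation of at least 10% of the iron chelator positive control signal, with at least half of replicates also reaching 10%; inconclusive means mean and replicate majority disagree about reaching 10%; inactive means mean and most replicates under 10%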
TRPC4 potent = TRPC4 (mouse) allosteric potentiation; Q9QUQ5; HEK293 TRPC4beta/mu-opioid, DAMGO EC20, Fluo-4 Ca2+ flux; hits give high values; B-score at 10 µM; hit rate 0.42% among 310,000;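 active means B-score of calcium response area above 5 SD of library B-scores, with initial fluorescence ratio within 5 SD of library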;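 further: B-score of integrated fluorescence ratio over time as area under calcium response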
An asterisk follows results filed as active; i = inactive; ? = inconclusive; nt = no result given.

The line under a structure holds: TRPC6 act, TRPC4 inh, KLF5 inhibitor, IEC-6 cytotox, TRPC4 potent, SKKanGAS inh, MrgX1 antag, aSyn UTR inh, TRPC6 inhibitor, TRPC4 act, HIF act
- CC(=O)N1CCc2c(sc(NC(=O)Cc3ccc(C)cc3C)c2C#N)C1
  i, i, -17, 3, i, -6, i, -11, i, i, -0.1
- Cc1ccccc1NC(=O)Cn1cnc2c(oc3nc4c(cc32)COC(C)(C)C4)c1=O
  i, i, -5, -7, i, 7, i, 13, i, i, 0.1
- Cc1ccc(NC(=O)CCSc2nnc(C)o2)cc1
  i, i, -28, -3, i, 4, i, 3, i, i, 0.9
- COc1ccc(/C=N/NC(=O)c2ccc(CN3c4cccc5cccc(c45)S3(=O)=O)cc2)cc1
  i, i, -19, 4, i, 8, i, 25, i, i, 0.2
- O=C(c1ccco1)N1CCCC(c2nc3c(nnn3Cc3cccc(Cl)c3)c(=O)[nH]2)C1 (stereo not drawn)
  i, i, -21, -3, i, 4, i, 11, -5.2*, i, 0.0
- CN(C)CC1CCCCC1OC(=O)c1ccc(Br)cc1 (stereo not drawn)
  i, -6*, -3, -12, i, -9, i, -21, i, i, 0.4
- CS(=O)(=O)Nc1cccc(C2=NN(C(=O)c3ccc(F)cc3)C(c3cccs3)C2)c1 (stereo not drawn)
  i, i, -32, 0, i, 4, i, 13, i, i, 0.7
- COc1ccccc1Cn1c(=S)[nH]c2ccccc2c1=O
  i, i, -13, 10, i, 2, i, 7, i, i, 2.0
- Nc1c(C(=O)NCc2ccccc2)sc2nc(N3CCOCC3)c3c(c12)CCCC3
  i, i, -28, -2, i, 13, i, 65*, i, i, -0.7
- O=C(N/N=C/c1cc([N+](=O)[O-])ccc1O)c1cc(-c2ccccc2)nc2ccccc12
  i, i, -16, 7, i, 90*, -6*, 81*, i, i, 20*
- O=C(c1cccs1)c1ccc(-c2cccs2)s1
  i, i, -117, 2, i, 15, i, 15, i, i, -0.7
- CCN1CCSc2ccc(C(=O)Nc3ccc(NC(C)=O)cc3)cc21
  i, i, -14, -7, i, -10, i, 23, i, i, 0.8
- CC(C)C(=O)Nc1ccc([N+](=O)[O-])cc1Br
  i, i, -22, -10, i, 0, i, -5, i, i, -0.2
- Cc1cc(C)nc(N2CCC(C(=O)NCc3ccccc3)CC2)n1
  i, i, -14, -3, i, 5, i, 9, i, i, 0.0
- Cc1ccc(CNC(=O)C(=O)NCC(c2ccco2)N2CCOCC2)cc1 (stereo not drawn)
  i, i, -36, -1, i, -1, i, 28, i, i, -0.1
- CN(C)/C=C(\C=N\OCc1ccc(Cl)cc1Cl)C(=O)Nc1ccc(Cl)c(Cl)c1
  i, i, -2, -4, i, 113*, i, -26, i, i, 0.1
- O=C(NCCn1ccc2ccccc21)C1CCCCC1
  i, i, -38, -2, i, -4, i, -6, i, i, 0.6
- CCOc1cc(/C=N/NC(=O)C(=O)NCc2cccnc2)ccc1O
  i, i, 5, 2, i, 1, i, -6, i, i, 0.1
- CCOc1ccc(CCNC(=O)CSc2cc(=O)n(CC)c3ccccc23)cc1OCC
  i, i, -17, 4, i, 12, i, -1, i, i, -0.3
- COc1ccc(S(=O)(=O)Nc2cc3c4c(c2)CC(=O)N4CCC3)cc1C
  i, i, nt, nt, i, 0, i, -3, i, i, -0.3
- O=C(Nc1ccccc1C(=O)N1CCOCC1)c1cccc(S(=O)(=O)N2CCCC2)c1
  i, i, -40, 3, i, 6, nt, 3, i, i, -0.3
- COc1ccc(NC(=S)N(Cc2cccnc2)Cc2cc3cc(OC)c(OC)cc3[nH]c2=O)cc1
  i, i, -20, 1, i, 4, i, 17, i, i, -1.3
- CCOC(=O)c1c(NC(=O)C2c3ccccc3Oc3ccccc32)sc(C(=O)N(CC)CC)c1C
  i, i, -34, -2, i, 5, i, 36, i, i, -0.6
- O=C(Nc1cccc(S(=O)(=O)NCc2ccco2)c1)c1cc(-c2ccc(F)cc2)nc2ccccc12
  i, i, -12, -2, i, 35, i, -39, i, i, 0.1
- C[C@H](NC(=O)[C@@H]1Cc2ccccc2CN1)C(=O)NC1CCCCC1
  i, i, -9, 4, i, -2, i, 16, i, i, -0.5
- CC(=O)c1sc(NC(=O)c2cc3c(C)nn(-c4ccccc4)c3s2)nc1C
  i, i, -25, -6, i, -10, i, -7, i, i, -0.1
- O=C(Cc1ccccc1)NCC(=O)OCc1ccccc1F
  i, i, -25, -6, i, -2, i, -19, i, i, 0.0
- CCOc1ccc(NC(=O)c2ccc(N3CC4CC(C3)c3cccc(=O)n3C4)c(N)c2)cc1 (stereo not drawn)
  i, i, 10, -5, i, 0, i, 9, i, i, 0.2
- COc1ccccc1N(C)C(=O)c1cc(S(=O)(=O)N2CCCC2)cn1C
  i, i, -1, -1, i, 3, i, 12, i, i, 0.0
- CCCCc1c(O)nc(SCC(=O)NC(C)(C)C)n(-c2ccccc2C)c1=O
  i, i, 1, 0, i, 1, i, -8, i, i, 0.0
- Cc1ccc(NC(=O)c2sccc2C)nc1
  i, i, -164, 10, i, 20, i, -61, i, i, 1.1
- COc1c(Cl)cc(Cl)cc1CNc1ccc(S(N)(=O)=O)cc1
  i, i, -43, 2, i, -5, i, 42, i, i, -1.0
- CCOC(=O)c1ccc2ncc(C(=O)OCC)c(NCCN3CCOCC3)c2c1
  i, i, -18, -14, i, -6, i, -4, i, i, -0.9
- CC(NC(=O)C12CC3CC(CC(O)(C3)C1)C2)c1ccccc1 (stereo not drawn)
  i, i, -8, -2, i, 2, i, -20, i, i, 1.1
- CC(=O)Nc1ccc(CN2CCC(CO)(CCOc3ccccc3)CC2)cc1
  i, i, -20, 10, i, -5, i, -12, i, i, -0.7
- CSc1sc(-c2n[nH]c(=S)n2C)c2c1C=CCC2
  i, i, -5, -8, i, 16, i, 21, i, i, -0.4
- CC1=C(C(=O)NCc2ccccc2)C(c2ccccc2OCC(N)=O)NC(=O)N1 (stereo not drawn)
  i, i, -3, -3, i, -3, i, 15, i, i, 0.1
- O=C(NCc1nc2ccccc2[nH]1)C1=C[C@@H](c2csc3ccccc23)C[C@@H](OCCCCO)O1
  i, i, nt, nt, i, 30, i, 11, i, i, -0.9
- O=C(CSc1nc(-c2ccco2)cc(C(F)(F)F)n1)NCCCN1CCOCC1
  i, i, -2, 1, i, -2, i, 8, i, i, 0.1
- Cc1ccc(NC(=O)CN2CCN(c3ccccn3)CC2)cc1S(=O)(=O)N(C)C
  i, i, -20, -5, i, 1, i, 29, i, i, -0.4
- COCC(=O)OCC(=O)c1cc(C)n(-c2ccc(Br)cc2)c1C
  i, i, -13, -3, i, 2, i, 37, i, i, -0.1
- O=C(Nc1ccc(F)cc1)OCCOc1ccc(Br)cc1
  i, i, -1, 2, i, -3, i, 1, i, i, 0.6
- Clc1nc(Nc2ccc(N3CCOCC3)cc2)c2ccccc2n1
  i, i, 14, 8, i, 1, i, -6, i, i, 1.9
- COc1cc(/C=C(\C#N)c2nc3ccccc3[nH]2)ccc1Oc1ccc([N+](=O)[O-])cn1
  i, i, -15, 0, i, 18, i, -104, i, i, 0.6
- CC(=O)Nc1ccc(NC(=O)Cn2cnc3c(cnn3C(C)(C)C)c2=O)cc1
  i, i, -54, -4, i, 3, i, -45, i, i, 0.1
- O=C1C(Cc2ccccc2)Nc2ncnc(N3CCN(c4ccccc4)CC3)c2N1Cc1ccc(Cl)cc1 (stereo not drawn)
  i, i, nt, nt, i, 10, i, 23, i, i, 0.6
- O=C1c2ccccc2N2C(=O)c3ccccc3C2N1Cc1ccco1 (stereo not drawn)
  i, i, -33, -5, i, 4, i, 30, i, i, -0.4
- COc1ccc(NC(=O)CN(C)S(=O)(=O)c2ccc(Br)s2)cc1OC
  i, i, -17, 2, i, 3, i, 13, i, i, 0.4
- COc1ccc(NC(=O)Cn2c(=O)n(CC3CCCO3)c(=O)c3cc(OC)c(OC)cc32)c(OC)c1 (stereo not drawn)
  i, i, -11, 2, i, 4, i, -3, i, i, -0.4
- CCN(CC(=O)Nc1c(F)cccc1F)C(=O)CNC(=O)c1cccs1
  i, i, nt, nt, i, 15, i, 12, i, i, -0.5
- COc1ccc(N2CCN(CCNC(=O)Nc3cc(Cl)ccc3Cl)CC2)cc1
  i, i, -23, 0, i, 5, i, 11, i, i, 1.1
- CCCCSc1nnc2nc(C)cc(C)n12
  i, i, 8, -1, i, 4, i, 4, i, i, 0.2
- COC(=O)c1c(NC(=S)NNC(=O)c2ccc(Cl)s2)sc(C(=O)N(C)C)c1C
  i, i, -39, -6, i, 1, i, 11, i, i, 0.4
- COCCSc1ccccc1C(=O)Nc1ccc(Cl)cc1
  i, i, -15, 1, i, 6, i, 14, i, i, 0.5
- Cn1nnnc1SCC(=O)N(C1CCCCC1)C1CCS(=O)(=O)C1 (stereo not drawn)
  i, i, -38, -2, i, 0, i, 20, i, i, -0.2
- CC(=O)c1ccc(NC(=O)CNCc2cccs2)cc1
  i, i, -61, -2, i, 0, i, -134, i, i, 1.6
- CC(C)CCN(C(=O)C1=COCCO1)c1c(N)n(Cc2ccccc2)c(=O)[nH]c1=O
  i, i, nt, nt, i, -1, i, 2, i, i, -0.1
- Cc1ccc2c(CC(=O)Nc3ccc(N4CCN(C)CC4)cc3C)coc2c1
  i, i, -2, 7, i, 4, i, -68, i, i, -0.1
- N#Cc1ccc(C23CC4(C2)[C@H](CN(Cc2ccc(C(F)(F)F)cc2)[C@@H]4c2ccccc2)C3c2ccc(Cl)nc2)cc1 (stereo partly drawn)
  i, i, nt, nt, i, 12, nt, 1, i, i, -6.0
- O=C(NC(=S)Nc1cccc([N+](=O)[O-])c1)c1ccco1
  i, i, -17, 2, i, 1, i, -113, i, i, ?

The list goes on.
The line under a structure holds: TRPC6 act, TRPC4 inh, KLF5 inhibitor, IEC-6 cytotox, TRPC4 potent, SKKanGAS inh, MrgX1 antag, aSyn UTR inh, TRPC6 inhibitor, TRPC4 act, HIF act
- CSCCC(NC(=O)c1ccccc1)C(=O)OCC(=O)c1ccc[nH]1 (stereo not drawn)
  i, i, -10, 1, i, 1, i, 9, i, i, 0.1
- COc1ccc([N+](=O)[O-])cc1NC(=O)CCC(=O)c1cccs1
  i, i, -8, 3, i, 3, i, 17, i, i, -0.6
- COc1ccc(C(=O)C2CCCN(Cc3c(O)cccc3OC)C2)cc1OC (stereo not drawn)
  i, i, -4, 11, i, -1, i, 41, i, i, -0.8
- CCc1ccc(N2CN=c3s/c(=C\c4ccccc4)c(=O)n3C2)cc1
  i, i, -9, 3, i, -3, i, -49, i, i, -0.1
- Cc1cccc(N(C(=O)c2snc(C(N)=O)c2N)C(C(=O)NC2CCCC2)c2ccncc2)c1 (stereo not drawn)
  i, i, -25, 6, i, -3, i, -4, i, i, 2.4

High-throughput results: PubChem BioAssay, several laboratories
